# CHT allo act: allosterically activates the human high affinity choline transporter. Q9GZV3. CHT-expressing cells, membrane potential dye, choline EC20; hits give high values; LV-AA mutant CHT in HEK293 cells. B-score at 10 µM. 0.49% of 310,000 active. AID 488977;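 active = initial fluorescence not abnormally high and integrated response B-score, plate-corrected, over 3 SD above library mean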
# Target sequence (Q9GZV3 whole entry, looked up): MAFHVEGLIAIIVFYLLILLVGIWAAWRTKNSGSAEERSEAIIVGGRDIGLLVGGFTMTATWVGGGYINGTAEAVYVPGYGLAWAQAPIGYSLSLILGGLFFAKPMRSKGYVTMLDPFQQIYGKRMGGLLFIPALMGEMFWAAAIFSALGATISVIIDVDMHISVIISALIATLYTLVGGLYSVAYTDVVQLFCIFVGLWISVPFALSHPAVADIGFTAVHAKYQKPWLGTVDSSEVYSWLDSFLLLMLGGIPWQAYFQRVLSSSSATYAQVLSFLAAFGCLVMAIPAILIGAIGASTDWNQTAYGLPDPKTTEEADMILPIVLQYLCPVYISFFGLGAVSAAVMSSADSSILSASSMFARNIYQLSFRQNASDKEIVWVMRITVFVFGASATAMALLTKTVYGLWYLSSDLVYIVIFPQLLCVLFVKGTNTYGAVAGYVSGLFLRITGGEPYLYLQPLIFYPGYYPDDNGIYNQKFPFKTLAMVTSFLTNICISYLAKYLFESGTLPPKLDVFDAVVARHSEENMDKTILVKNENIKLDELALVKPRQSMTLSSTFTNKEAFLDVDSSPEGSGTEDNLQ
# OX1R antag-1: human HCRTR1 antagonism; AID 434989; O43613; inhibition, % at 5 µM; CHO/OX1R cells, Fluo-8 calcium fluorescence, orexin A; 0.43% of 330,000 active;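 active = inhibition above its plate's threshold, mean inhibition of all tested compounds on the plate plus 3 SD, cut at about 37% in these data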;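 note: 0% = orexin A challenge wells and 100% = SB-334867-A antagonist wells; not every result past the cut was called active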
# Target sequence (O43613 whole entry, looked up): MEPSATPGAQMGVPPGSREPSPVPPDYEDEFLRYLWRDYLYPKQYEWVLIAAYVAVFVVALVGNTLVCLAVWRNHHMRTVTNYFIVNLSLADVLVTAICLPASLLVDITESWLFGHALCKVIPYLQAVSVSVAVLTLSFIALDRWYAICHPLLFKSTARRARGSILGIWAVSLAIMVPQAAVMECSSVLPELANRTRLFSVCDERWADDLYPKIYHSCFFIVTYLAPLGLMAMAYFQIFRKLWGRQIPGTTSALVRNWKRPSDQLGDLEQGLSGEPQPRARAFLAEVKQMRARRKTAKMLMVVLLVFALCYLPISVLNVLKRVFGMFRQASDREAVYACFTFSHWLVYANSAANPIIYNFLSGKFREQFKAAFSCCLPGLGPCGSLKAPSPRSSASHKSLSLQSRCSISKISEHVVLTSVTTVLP
# OX1R antag-2: antagonists of human orexin 1 receptor (OX1R). inhibition, % at 6.6 µM. 1.8% of 330,000 active. OX1R-expressing cells, FRET antagonist read-out. AID 485270; in the data active = inhibition mostly above about 38%, no sharp cut-off; inactive = mostly below about 40%;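 note: 0% = agonist challenge alone and 100% = reference antagonist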
# * = called active by the depositor; i = inactive; nt = not tested or not shown.
# Results follow in this order: CHT allo act	OX1R antag-1	OX1R antag-2
- C=C(C)Cn1c(-c2cccs2)n[nH]c1=S
    i	-4	6
- COc1ccc(-c2csc(NC(=O)CSc3nnc(Nc4ccccc4C)s3)n2)cc1
    i	-12	10
- N/C(=N\OC(=O)c1cccc2ccccc12)c1ccccn1
    i	-9	46
- CCOC(=O)c1ccc(NC(=O)CSc2nc(C)cc(=O)[nH]2)cc1
    i	-22	14
- O=C(NN1CCOCC1)c1ccccc1F
    i	4	9
- Cc1ccc(S(=O)(=O)N(C)Cc2nc(-c3ccncc3)no2)cc1
    i	-9	14
- Cn1nc(C(=O)OCC(=O)Nc2ccccc2[N+](=O)[O-])c2ccccc2c1=O
    nt	-3	-3
- COc1ccccc1NC(=O)N1c2ccccc2NC(=O)CC1C (centres undefined)
    i	-16	6
- CCNC(=S)N1CCN(CC(=O)Nc2ccc(Br)cc2)CC1
    i	-7	2
- CCCCNC(=O)CSc1nc2n[nH]c(C)c2c(=N)n1-c1cccc(Cl)c1C
    i	-14	30
- Cc1cccc(CSc2ncc(CO)n2C)c1
    i	-12	25
- Cc1cc(NC(=O)Cn2c(C)nc3ccccc3c2=O)ccc1Br
    i	-15	21
- CCOC(=O)CC/C(C)=N\N=C1\SC(CC(=O)O)C(=O)N1c1ccccc1 (centres undefined)
    i	-16	6
- CCOc1ccc(N2CC(C(=O)Nc3ccccc3F)CC2=O)cc1 (centres undefined)
    i	-1	14
- CN(CC(=O)Nc1ccc(OC(F)F)cc1)S(=O)(=O)/C=C/c1ccccc1
    nt	-20	7
- CC(=O)N1CN(S(=O)(=O)c2ccc(C)cc2)CC1C (centres undefined)
    i	-1	8
- O=C(CSc1nc2ccccc2c(=O)n1CCCO)N1CCc2ccccc21
    i	-13	17
- S=c1[nH]nc(-c2cccc(Cl)c2)n1/N=C/c1ccc(-c2ccccc2Br)o1
    i	-4	12
- O=C(COC(=O)CNS(=O)(=O)c1ccc(F)c(F)c1F)NC1CC1
    i	-5	15
- Cc1ccccc1-n1ccnc1SCC(=O)NC1CCCC1
    i	-11	8
- Nc1ncnc2c1ncn2[C@@H]1O[C@H](CNC(=O)[C@@H](N)Cc2ccc(C(F)(F)F)cc2)[C@@H](O)[C@H]1O
    nt	-16	1
- Cc1ccc(S(=O)(=O)Nc2cc3c4c(c2)CCC(=O)N4CCC3)cc1
    i	-12	-1
- CCOC(=O)c1nn(-c2ccc(OC)cc2)c(=O)c2c(N)scc12
    i	-18	28
- CSC1=NCCN1C(=O)C12CC3CC(CC(C3)C1)C2
    i	3	4
- O=C(c1ccco1)N1CCN(C(=O)C2CCN(S(=O)(=O)c3cccs3)CC2)CC1
    i	-18	3
- O=[N+]([O-])c1ccccc1S(=O)(=O)N1CCN(S(=O)(=O)c2ccc3c(c2)OCCO3)CC1
    nt	-8	7
- CCNc1nc(Nc2ccc(C)c(Cl)c2)c2cnn(C)c2n1
    i	-20	10
- Cc1ccc(C(=O)Nc2cccnc2)cc1S(=O)(=O)N1CCCCC1
    i	-9	18
- O=C(CCC(=O)NNC(=O)COc1ccc(Br)cc1Br)NCc1ccccc1
    i	-14	14
- NS(=O)(=O)c1ccc(CNC(=O)/C=C/c2ccc(Cl)c(Cl)c2)cc1
    i	5	6
- CCOC(=O)c1ccc2c(c1)NC(=O)C(N1CCN(c3ccc(OC)cc3)CC1)S2 (centres undefined)
    i	-12	0
- CC(OC(=O)c1ccccc1)C(=O)NCc1ccco1 (centres undefined)
    nt	-5	4
- CN(C)S(=O)(=O)c1ccc2nnn(OCC(=O)NC3CCS(=O)(=O)C3)c2c1 (centres undefined)
    nt	3	1
- CNS(=O)(=O)c1cc(-c2nnc(Nc3ccc(CC(N)=O)cc3)c3ccccc23)ccc1C
    i	-16	12
- COc1ccc(NC(C)C(=O)N2CCN(Cc3ccccc3)CC2)cc1 (centres undefined)
    i	-10	10
- OCCNc1nc(N2CCN(Cc3ccccc3)CC2)nc2ccccc12
    i	-16	11
- COc1cccc(C(=O)Nc2cc(OC)ccc2NC(=O)c2ccco2)c1
    i	-6	3
- CCc1ccc(N2CC34C=CC(O3)C(C(=O)OC(C)C)C4C2=O)cc1 (centres undefined)
    i	-31	5
- CCN(CC)c1ccc(C(=O)NNC(=O)c2ccc3c(=O)n4c(nc3c2)CCC4)cc1
    nt	-21	8
- CC(C)Oc1cccc(C(=O)C2CCCN(Cc3cnc(N4CCCC4)s3)C2)c1 (centres undefined)
    i	-44	8
- CC1CN=C(N(C(=O)Nc2ccccc2)c2ccc(S(=O)(=O)N3CCOCC3)cc2)S1 (centres undefined)
    i	-8	6
- O=C(COC(=O)c1cn(-c2ccccc2)nc1-c1cccnc1)NC1CC1
    i	-22	14
- O=c1oc2ccccc2n1CCc1ccccc1
    i	-33	16
- CCOC(=O)N1CCN(CCC(=O)c2ccc(Cl)cc2)CC1
    i	-6	38
- Cc1ccc(Nc2ncnc3sc(C)c(C)c23)cc1
    i	-34	10
- CN(C(=O)CN1C(=O)/C(=C/c2ccc(Cl)cc2)SC1=S)C1CCS(=O)(=O)C1 (centres undefined)
    i	-9	13
- Cc1ccc(S(=O)(=O)N2CCOCC2)c(C)c1-n1cnnn1
    i	-11	2
- Cc1[nH]c2ccc(C(=O)OC(C)C(=O)NCc3ccccc3)cc2c1C (centres undefined)
    i	-22	28
- CC(=O)NC(Cc1c[nH]c2ccccc12)C(=O)N1CCN(S(=O)(=O)c2ccccc2)CC1 (centres undefined)
    nt	-7	1
- Nc1nc(CSC(=S)N2CCOCC2)nc(Nc2ccc(F)cc2)n1
    i	6	15
- O=C(Nc1ccc(Cl)c(Cl)c1)C1C2C=CC3(O2)C1C(=O)N(CCN1CCCCC1)C3C(=O)NC1CCCCC1 (centres undefined)
    i	-35	-5
- CC(C)C[C@H]1CN=C(N(C)C)N1CCCCc1ccccc1
    i	-22	19
- Oc1ccc(/C=N/n2c3ccccc3c3ccccc32)cc1
    i	-17	15
- O=C(NC(=O)c1c(Cl)cccc1Cl)Nc1ccc(Oc2cccnc2)nc1
    i	-70	5
- CCOc1cc(N2CCOCC2)c(OCC)cc1NC(=O)CCC1CCCC1
    i	-34	-16
- CCC(c1nnnn1Cc1ccc(F)cc1)N1CCN(C)CC1 (centres undefined)
    i	-16	-4
- O=C(NCc1ccc(F)cc1)c1ccc(CS(=O)(=O)Cc2ccc(F)cc2)o1
    i	-23	37
- COc1ccc(NS(=O)(=O)c2cccc(-c3nnc4n3CCCCC4)c2)cc1
    i	-5	6
- O=c1c(Cl)c(N2CCN(S(=O)(=O)c3ccccc3)CC2)cnn1-c1ccccc1
    i	-6	4
- CCOc1ccc(-c2nc(-c3cccnc3)no2)cc1
    i	-10	29

# Next section.
# Results follow in this order: CHT allo act	OX1R antag-1	OX1R antag-2
- Cc1cc(Cl)ccc1OCCCC(=O)OCC(=O)c1c(N)n(C)c(=O)n(C)c1=O
    i	-7	16
- CN1CCN(C(=O)c2ccc3c(=O)n(CCc4ccccc4)c(=S)[nH]c3c2)CC1
    i	-21	-1
- Cc1ccc(C)c(NC(=O)COc2coc(CN3CCc4ccccc43)cc2=O)c1
    i	-14	19
- Cc1ccc2nc(N(CCN3CCOCC3)C(=O)CCS(=O)(=O)c3ccccc3)sc2c1
    i	-3	7
- Cc1cccc(N(C(=O)CCC(=O)Nc2ccccn2)C(C(=O)NC(C)C)c2ccc(F)cc2)c1 (centres undefined)
    i	-22	5
- Cc1ccc([C@@H]2[C@@H]3C(=O)N(C)C(=O)[C@@H]3[C@]3(Cc4ccccc4)C(=O)N(Cc4ccccn4)CC(=O)N23)o1
    i	-16	14
- CC1CCCC(C)N1CC(O)COCC1COc2ccccc2O1 (centres undefined)
    i	-4	15
- COc1ccc(NC(=S)NNC(=O)Cn2nc(C(F)F)cc2C(F)F)cc1
    i	-17	15
- Cc1cccc(OC(=O)c2ccc3nccnc3c2)c1
    i	-17	19
- CCN1C(=O)c2ccccc2Sc2ccc(C(=O)NC(C)C)cc21
    i	-27	8
- O=C(c1cn(-c2ccccc2)nc1-c1cccs1)N1CCN(c2ccccc2)CC1
    i	-22	1
- Cc1ccc(-c2csc3nc(C(C)C)oc(=O)c23)c(C)c1
    i	-10	11
- CCc1c(C)nc2c(-c3ccccc3)c[nH]n2c1=O
    i	-7	4
- CCOC(=O)Nc1ccc2c(c1)N(C(=O)CN(C)C)c1ccccc1CC2
    i	-15	11
- COc1ccc(CCC(=O)NNC(=O)c2cc(Cl)ccc2OC)cc1OC
    i	-15	31
- COc1ccc(Cl)cc1C(=O)NCc1ccco1
    i	-9	15
- O=C(NC1=NCCS1)c1cccc(S(=O)(=O)N2CCOCC2)c1
    nt	-14	6
- COc1cccc(OC)c1C(=O)Nc1cc(C)on1
    i	-23	14
- Cc1[nH]c(C)c(S(=O)(=O)NCc2ccco2)c1C(=O)N1CCCCC1
    i	-5	9
- OC1(Cc2ccn[nH]2)CCCCC1
    i	-8	8
- CN(C)C=Nc1ncc2c([nH]c3ccccc32)c1C#N
    i	-11	25
- CCn1nc(NS(=O)(=O)c2ccc(NC(C)=O)cc2)c2cc3ccc(C)cc3nc21
    i	-5	8
- CC(C)CC(=O)c1c[nH]c(C(=O)NCCCn2ccnc2)c1
    i	-2	3
- Cc1cccn2c(=O)c3cc(C(=O)NC4CCCC4)c(=N)n(CC4CCCO4)c3nc12 (centres undefined)
    i	-26	55*
- COc1ccc(C2/C=C\CN(C(=O)c3ccc(C)cc3)CC(=O)N2Cc2ccc(F)cc2)cc1 (centres undefined)
    i	-36	35
- c1ccc(-c2nnc3ccc(N4CCC5(CC4)OCCO5)nn23)cc1
    i	-4	7
- O=C(Nc1c[nH]c(=O)[nH]c1=O)c1ccc([N+](=O)[O-])cc1
    i	-6	138*
- CCOC(=O)c1ccc(Nc2nc(C)cc(=O)[nH]2)cc1
    i	-1	24
- Cn1c(CN2CCCCC2)nc2cc(NC(=O)c3ccc(F)cc3)ccc21
    i	-10	8
- CCN(C(=O)CSc1nnc2ccccn12)C1CCS(=O)(=O)C1 (centres undefined)
    i	-7	34
- CCc1nn(-c2cc(Cl)ccc2OC)c2c1C(=O)CCC2
    i	-12	11
- CCN1CCN(C(C)CCc2ccccc2)CC1 (centres undefined)
    i	-8	18
- Cc1cc(C(=O)CN2C(=O)NC(CC(C)C)C2=O)c(C)n1C1CC1 (centres undefined)
    nt	-19	5
- O=C(CCNS(=O)(=O)c1ccccc1C(F)(F)F)N1CCN(S(=O)(=O)c2cccc(Cl)c2)CC1
    i	-16	18
- CCOC(=O)c1cnc2nc(SC)nn2c1N
    i	-13	6
- O=C(CCCOc1cccc(Br)c1)NC1CCC(O)CC1 (centres undefined)
    i	-16	21
- COC(=O)C1=C(C)N(CCc2ccc(OC)c(OC)c2)C(=O)/C1=C\N(C)C
    i	-16	2
- CCN(C(=O)CN1C(=O)NC2(CCCc3ccccc32)C1=O)c1ccc(F)cc1 (centres undefined)
    nt	-10	4
- Cn1ncc(S(=O)(=O)Cc2ccccc2)c(Cl)c1=O
    i	-22	9
- CCOc1ccccc1N(CC(=O)Nc1ccccc1C(=O)OC)S(C)(=O)=O
    i	-11	13
- CO[C@H]1CC[C@@]2(C)[C@@H](CC[C@@H]3[C@@H]2CC[C@@]2(C)[C@H]3C[C@H](C(=O)N[C@@H](CCCN=C(N)N)C(=O)NCC(=O)N[C@@H](CC(=O)O)C(N)=O)O[C@]23CCCO3)C1
    nt	-6	5
- COc1ccc(CC(=O)N2CCN(c3ccccc3OC)CC2)cc1
    i	-27	-2
- CCN(CC)CCOC(=O)c1ccc(NC(=S)NC(=O)/C=C/c2ccco2)cc1
    i	-12	5
- CCC(=O)Nc1ccc(C(=O)COC(=O)C(CCSC)NC(=O)COc2ccccc2)cc1 (centres undefined)
    i	-27	5
- CC(=O)c1cccc(NC(=O)/C(=C\c2ccco2)NC(=O)c2ccco2)c1
    i	-11	11
- Cc1ccc(OCCN2CCN(CC(O)Cn3c4ccccc4c4ccccc43)CC2)cc1 (centres undefined)
    i	17	-1
- CCc1ccc(-c2cc(C(F)(F)F)n3nc(C(=O)Nc4cnn(Cc5ccccc5C)c4)cc3n2)s1
    i	-16	8
- CC(=O)Nc1ccc(NC(=O)c2c(-c3ccccc3)noc2C)cn1
    i	-1	7
- CCCn1c(CN2CCN(C(C)=O)CC2)nc2cc(S(=O)(=O)N(C)C)ccc21
    i	-9	16
- CCN(CC)S(=O)(=O)c1cc(NC(=O)CSc2nnc(-c3cccs3)o2)ccc1C
    i	-24	7
- CCCCc1ccc(N=N/C(C(=O)Nc2ccc(NC(C)=O)cc2OC)=C(/C)O)cc1
    i	-15	2
- O=C(C[C@@H]1C/C=C/CCCC(=O)O[C@H](c2ccccc2)CNC1=O)N[C@H](CO)Cc1ccccc1
    nt	-16	6
- O=S(=O)(c1ccc(Cl)cc1)N1CCCC1c1nc(-c2ccc(Cl)cc2)no1 (centres undefined)
    i	7	20
- O=C(CCCc1nc(-c2ccccc2)no1)Nc1cccnc1
    i	-11	6
- CC(C)(C)c1ccccc1OCCCCCn1ccnc1
    i	-12	13

# Compound profiles, as listed above. Order of values: CHT allo act, OX1R antag-1, OX1R antag-2
# Record of O=C(CCCOc1cccc(Br)c1)NC1CCC(O)CC1 (centres undefined) → i, -16, 21
# Record of COc1ccc(CC(=O)N2CCN(c3ccccc3OC)CC2)cc1 → i, -27, -2
# Record of O=S(=O)(c1ccc(Cl)cc1)N1CCCC1c1nc(-c2ccc(Cl)cc2)no1 (centres undefined) → i, 7, 20
# Record of O=C(CCNS(=O)(=O)c1ccccc1C(F)(F)F)N1CCN(S(=O)(=O)c2cccc(Cl)c2)CC1 → i, -16, 18
# Record of CCOc1ccccc1N(CC(=O)Nc1ccccc1C(=O)OC)S(C)(=O)=O → i, -11, 13
